Source: PubChem BioAssay
DNMT1 inh = inhibitors of human DNMT1 | AID 588458 | inhibition (reported as % activation of signal), % at 10 µM | DNMT1 molecular beacon, Hinp1I cleavage, fluorescence | P26358 | actives 0.83% (n = 360,000); in the data active means inhibition above about 50%
NRP1-CendR mod = alters CendR peptide binding to human NRP-1 | FAM-RPARPAR peptide binding to NRP-1, fluorescence polarization | inhibition, % at 25 µM | actives 0.85% (n = 360,000) | AID 602438;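 active means inhibition or corrected inhibition above about 18%, plus a signal ratio from 0.5 to 1.5, limit read from the data, passing the limit was not always enough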; further: strong numbers were not always called active
STEP inh = blocks human striatal-enriched tyrosine phosphatase | P54829 | recombinant STEP, OMFP fluorogenic substrate, fluorescence | inhibition, % at 20 µM | actives 0.25% (n = 360,000);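 active means inhibition at 20 µM, scaled per plate between control wells, above about 37%, limit read from the data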;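 further: 0% = DMSO with enzyme and substrate and 100% = substrate only without enzyme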
Target sequence (P54829 whole entry, looked up): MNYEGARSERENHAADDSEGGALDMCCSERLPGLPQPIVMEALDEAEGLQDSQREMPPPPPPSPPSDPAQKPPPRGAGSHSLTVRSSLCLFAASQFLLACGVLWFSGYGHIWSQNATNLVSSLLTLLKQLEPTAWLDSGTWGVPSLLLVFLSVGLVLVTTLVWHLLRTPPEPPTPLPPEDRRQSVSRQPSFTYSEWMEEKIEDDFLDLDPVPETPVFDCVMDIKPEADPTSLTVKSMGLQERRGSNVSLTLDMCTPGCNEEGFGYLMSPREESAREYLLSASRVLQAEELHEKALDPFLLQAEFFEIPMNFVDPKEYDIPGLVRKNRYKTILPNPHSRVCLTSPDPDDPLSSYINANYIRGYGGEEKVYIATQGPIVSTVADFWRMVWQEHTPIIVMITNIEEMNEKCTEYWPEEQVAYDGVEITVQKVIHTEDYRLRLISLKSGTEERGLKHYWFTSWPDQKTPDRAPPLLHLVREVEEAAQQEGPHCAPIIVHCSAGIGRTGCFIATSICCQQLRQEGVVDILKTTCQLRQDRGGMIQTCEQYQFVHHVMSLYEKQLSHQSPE
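System: STEP (striatal-enriched tyrosine phosphatase) enzyme, cell-free; medium: Bis-Tris pH 6.0 buffer with DTT, detergent; dosing: 20 µM, 1% DMSO; times: reaction 20 min, ambient temperature; detection: fluorescence, 480/540 nm; read-out basis: normalized % inhibition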
SKN-1 block = blocks SKN-1 activity in C. elegans; C. elegans VP596 Pgst-4::GFP/RFP ratio, acrylamide-induced, 24 h; inhibition, % at 21.8 µM; actives 0.49% (n = 360,000); AID 624304;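 active means interference check ratio from 0.5 to 1.5 plus GFP to RFP signal ratio inhibition reaching or exceeding a fixed threshold, cut at about 30% in these data, passing the limit was not always enough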; further: some compounds called inactive have numbers as strong as hits
Tb MetRS inh = Trypanosoma brucei MetRS inhibition; purified T. brucei MetRS, ATP depletion, Kinase-Glo luminescence; inhibition, % at 11.9 µM; actives 0.4% (n = 360,000);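 active means inhibition above a per-plate cutoff of the control wells' mean inhibition plus 3 SD, cut at about 5.5% in these data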;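 further: 0% = DMSO wells median and 100% = median of wells with control inhibitor compound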
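Material: T. brucei methionyl-tRNA synthetase, purified; reagent: substrates ATP, L-methionine and bulk Escherichia coli tRNA; dosing: 11.9 µM single point; timing: 15 min plus 2 h at 25 °C; detection: luminescence of leftover ATP; evaluation: % inhibition; control set: DMSO-only wells as low control; replicates: singlicate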
Scp-1 inhibitor = Scp-1 (human) phosphatase inhibition; Q9GZU7; Recombinant Scp1, phosphopeptide, malachite green phosphate absorbance; inhibition, % at 20 µM; actives 0.88% (n = 340,000);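 active means inhibition above about 50% at 20 µM, limit read from the data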;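 further: plate controls were DMSO wells with enzyme for no effect and wells lacking enzyme for full effect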
Target sequence (Q9GZU7 76-261 limits assumed): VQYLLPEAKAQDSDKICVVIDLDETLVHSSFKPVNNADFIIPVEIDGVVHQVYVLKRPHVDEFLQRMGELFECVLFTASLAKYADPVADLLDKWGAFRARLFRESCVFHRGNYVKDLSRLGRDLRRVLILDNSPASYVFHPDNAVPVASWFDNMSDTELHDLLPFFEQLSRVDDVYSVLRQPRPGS
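Material – SCP-1 phosphatase catalytic domain, residues 76-261 · Buffer or medium – Acidic Tris acetate buffer with magnesium and detergent · Also added – Phospho 17-mer peptide substrate · Compound – single 20 µM dose, 1% DMSO · Times – 45 min room-temperature reaction, 5 min colour, 30 min stabiliser · Technique – Phosphate-binding colour reagent, absorbance read at 630 nm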
LMPTP inh = LMPTP (human) inhibition; P24666; recombinant LMPTP-A, OMFP fluorogenic substrate, fluorescence intensity; inhibition, % at 20 µM; actives 0.22% (n = 360,000); AID 651560;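 active means compounds that cut the enzyme signal by at least half of the control window in the single-dose screen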;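 further: plate controls were DMSO wells with enzyme plus substrate for no effect and substrate without enzyme for full effect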
Target sequence (P24666 whole entry, looked up): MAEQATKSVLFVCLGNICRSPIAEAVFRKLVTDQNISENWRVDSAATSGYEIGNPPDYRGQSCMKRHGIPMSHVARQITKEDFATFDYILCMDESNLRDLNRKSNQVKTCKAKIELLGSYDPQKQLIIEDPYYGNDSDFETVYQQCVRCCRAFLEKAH
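Assay system: LMPTP-A enzyme. Input: 0.625 nM LMPTP-A final. Probe or stimulus: 400 µM OMFP. Compound dosing: single 20 µM dose. Schedule: 50 min dark incubation at room temperature. Detection: fluorescence intensity of OMFP turnover product. Read-out: percent inhibition versus substrate-only and uninhibited controls. Benchmarks: no-enzyme low control, uninhibited high control.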
SUMO1 PPI mod = SUMO1-SIM interaction modulation; P63165; SUMO1 binding to a labelled peptide, TR-FRET, 1 h; inhibition, % at 20 µM; actives 0.33% (n = 360,000); AID 602429; in the data active means inhibition above about 37%
Target sequence (P63165 whole entry, looked up): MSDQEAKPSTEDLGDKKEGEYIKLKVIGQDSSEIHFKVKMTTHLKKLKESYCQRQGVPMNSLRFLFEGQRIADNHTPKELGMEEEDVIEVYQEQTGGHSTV
NadD inh = inhibitors of Staphylococcus aureus NadD. inhibition, % at 20 µM. AID 602399. actives 0.78% (n = 360,000). purified NadD enzyme, colorimetric absorbance read-out; in the data active means inhibition above about 26%; further: some compounds past the cut are filed as inactive
Neddyl block = blocks human cullin neddylation; P61081+Q13564; TR-FRET cullin neddylation, biochemical; calls only at 25 µM; actives 0.58% (n = 360,000); in the data active means inhibition above about 36%
An asterisk follows results filed as active; i = inactive; . = not tested or not shown; + = active, no number.

SMILES | DNMT1 inh | NRP1-CendR mod | STEP inh | SKN-1 block | Tb MetRS inh | Scp-1 inhibitor | LMPTP inh | SUMO1 PPI mod | NadD inh | Neddyl block
CC1(C(=O)NS(=O)(=O)c2ccccc2)CCN1C(=O)c1ccccc1 (centres undefined) | -2 | 4 | -2 | 6 | -0.3 | . | -1.9 | 3 | 2 | i
COC(=O)[C@@]12CCCCN1[C@H](c1ccc(-c3ccccc3)cc1)[C@H]1C(=O)N(C)C(=O)[C@H]12 | -6 | 1 | -1 | 17 | -0.1 | -8 | 4.0 | 6 | -8 | i
C[C@H](OC(=O)N1CCN(C(c2ccccc2)c2ccccc2)CC1)[C@@H]1O[C@@]2(C)CCC[C@H]1O2 | -1 | -2 | -1 | -6 | -0.1 | -6 | 0.2 | 2 | -4 | i
Cc1ccc(C(=O)N2CCN(c3ncc(C(F)(F)F)cc3Cl)CC2)s1 | 4 | 1 | -1 | -13 | -0.5 | 7 | 2.7 | 4 | 2 | i
CCCc1nc2sc3c(c2c(=O)n1NC(=O)c1ccco1)CC(C)(C)OC3 | 1 | 0 | -2 | 4 | -0.4 | 5 | 1.0 | 1 | -3 | i
Cc1[nH]nc(SCC(=O)N2CCCC2)c1[N+](=O)[O-] | 2 | -17 | 1 | -4 | 0.3 | 0 | -1.1 | -9 | -6 | i
CCC(=O)Nc1cc2[nH]c(=O)cc(C)c2cc1C | -1 | 10 | 6 | 7 | -0.1 | -5 | -0.8 | 1 | -2 | i
COC(=O)c1nn(-c2ccc(-c3ccccc3)cc2)cc1O | -2 | -103 | 1 | -18 | 0.5 | -2 | 2.3 | 1 | -10 | .
O=C(COC(=O)c1ccc(Cl)nc1)Nc1ccc(N2CCCCC2)cc1 | -1 | -3 | -1 | 6 | -0.2 | -10 | 1.5 | 6 | 5 | i
COc1ccc(S(=O)(=O)N2CCCC(C(=O)N3CCOCC3)C2)cc1Cl (centres undefined) | 1 | 1 | 1 | -1 | -0.3 | -8 | 0.7 | -2 | -1 | i
O=C(OCC(=O)N1CCc2ccccc21)c1cncc(Br)c1 | -1 | 0 | 4 | 6 | -0.7 | -4 | 0.2 | 0 | -5 | i
Nc1cccc(C(=O)N/N=C/c2ccsc2)c1 | -11 | -11 | 0 | 1 | -1.1 | -1 | -0.3 | 3 | -8 | i
COc1cc([N+](=O)[O-])cc2cc(C(=O)N3CCN=C3c3ccccc3)c(=O)oc12 | -2 | -25 | -2 | -8 | 0.6 | -3 | -0.8 | -33 | -6 | i
COCC(C)NS(=O)(=O)c1ccc(C(=O)NC(Cc2ccccc2)c2ccccc2)cc1 (centres undefined) | -2 | 7 | 4 | 15 | -0.1 | -7 | 1.6 | -2 | -5 | i
CC1(C(=O)Nc2ccc3c(c2)OCO3)CCN1C(=O)Cc1cccs1 (centres undefined) | -2 | 5 | 0 | 1 | 0.2 | . | -0.9 | -1 | 1 | i
CCOc1cccc2cc(C(=O)OCC(=O)Nc3c(C)cccc3CC)c(=O)oc12 | -1 | 1 | 3 | 21 | -0.4 | -2 | -0.2 | -25 | 5 | i
N#C/C(=C/c1ccc(F)cc1)c1nnc(NC(=O)c2ccccc2)s1 | 9 | -20 | 6 | 14 | -0.5 | -14 | 3.4 | 21 | 36* | .
COC(=O)[C@]1(Cc2ccccc2)N[C@H](CN(C)S(=O)(=O)c2ccc(OC(F)(F)F)cc2)[C@@H]2C(=O)N(Cc3ccccc3)C(=O)[C@@H]21 | 4 | -22 | 0 | 18 | -0.2 | -8 | -4.1 | 3 | 0 | i
O=C(/C=C/c1ccccc1Cl)N(Cc1cccs1)C1CCS(=O)(=O)C1 (centres undefined) | -1 | -2 | -2 | 17 | 0.0 | -11 | -0.5 | -11 | -4 | i
CSc1ccccc1C(=O)OCC(=O)Nc1cccnc1Cl | 1 | -89 | -2 | 15 | -0.3 | -18 | -1.6 | -4 | -9 | i
CCCNC(=O)CC(NS(=O)(=O)c1ccc(OC)cc1)c1ccco1 (centres undefined) | 2 | -18 | -1 | 3 | -0.2 | -1 | -1.7 | 1 | 0 | i
O=C(NCC(O)c1ccc([N+](=O)[O-])cc1)Nc1ccccc1 (centres undefined) | -1 | 6 | -3 | 14 | 27* | -10 | -0.2 | -21 | -1 | i
CCOc1cc(CN2CCN(S(=O)(=O)Cc3ccccc3)CC2)ccc1OC | -1 | -2 | 0 | 2 | 0.4 | -5 | 0.0 | -1 | 2 | i
Nc1ccc(-c2ncc(-c3ccccc3)o2)cc1 | -1 | -69 | -1 | 1 | -0.4 | 1 | 2.0 | -1 | -2 | .
Cc1onc(-c2ccccc2)c1CNC(=O)Nc1ccccc1 | -2 | -7 | 0 | 1 | 0.4 | -11 | 0.4 | 1 | -2 | i

Later entries:
SMILES | DNMT1 inh | NRP1-CendR mod | STEP inh | SKN-1 block | Tb MetRS inh | Scp-1 inhibitor | LMPTP inh | SUMO1 PPI mod | NadD inh | Neddyl block
C=CCO/N=C(/CCC)C1=C(N)CC(C)(C)CC1=O | -1 | 5 | -2 | 0 | -1.0 | -5 | -0.5 | 1 | -6 | i
COc1cccc(C2=NOC(C(=O)Nc3cc(C)on3)C2)c1 (centres undefined) | 1 | -6 | -1 | -2 | 0.1 | 11 | -2.5 | 2 | -4 | i
Cc1ccc(C)c(N(CC(=O)NC2CCCC2)C(=O)CCCC(=O)Nc2ccccn2)c1 | 1 | 12 | -1 | 7 | 0.5 | 0 | 0.6 | 0 | -5 | i
C=C[C@H](Cc1ccccc1)N(Cc1ccccc1)S(=O)(=O)N(Cc1ccccc1)[C@H](C=C)Cc1ccccc1 | 5 | -5 | 6 | -6 | 0.1 | -11 | 0.6 | 2 | 2 | i
CCOC(=O)c1c(NC(=O)/C=C/c2ccc3c(c2)OCO3)sc(C)c1CC | -1 | 10 | 6 | 6 | -0.5 | -6 | 1.6 | -7 | 5 | i
CC(=O)c1ccccn1 | 0 | -2 | -4 | 3 | -0.3 | -7 | -2.1 | 5 | 1 | i
COc1ccc(Br)cc1CN(C)C(=O)c1cnc(C)cn1 | 2 | 18 | -3 | -14 | -0.6 | -7 | -0.6 | -1 | -4 | i
O=C(Cc1sc(-c2ccccc2)nc1-c1ccccc1)Nc1ccccc1 | -3 | 0 | 2 | 7 | -0.3 | -11 | 1.6 | 2 | 5 | i
CC1CC(=O)c2cnc(Nc3ccccc3)nc2C1 (centres undefined) | 3 | 6 | -2 | -10 | -5.1 | -5 | 0.0 | 1 | -2 | +
CCOC(=O)c1cnc2cc(-c3ccc(C)cc3)nn2c1C | -3 | -1 | 0 | 16 | 0.0 | . | 0.4 | 4 | -1 | i
COc1ccc(-c2ccc3nnc(SCC(=O)N4CCCC4)n3n2)cc1 | 1 | -20 | 5 | -4 | 0.4 | -4 | -0.4 | -35 | 0 | +
COc1ccc(NC(=O)c2cc(S(=O)(=O)N3CCCC3)ccc2C)cn1 | 4 | 8 | 6 | -12 | 0.1 | 2 | 0.7 | 5 | -1 | i
Cc1ccc(C(=O)OCC(=O)N2CCCc3ccccc32)cc1C | 1 | 1 | -3 | 11 | -0.4 | -7 | 0.6 | -2 | -8 | i
CCOC(=O)C1=NN(c2ccccc2)C2(S1)SC(C(C)=O)=C(C)N2c1ccccc1 (centres undefined) | -16 | 7 | 4 | 11 | -0.4 | 9 | 3.7 | -7 | 3 | i
COc1ccc(S(=O)(=O)Nc2cccc3c2O[C@H](CN(C)C(=O)Nc2c(C)noc2C)[C@@H](C)CN([C@H](C)CO)C3=O)cc1 | 1 | -2 | -1 | 4 | 0.5 | -11 | -0.2 | 6 | -3 | i
NC(=O)c1ccc(Cl)c2ccccc12 | 0 | 1 | -2 | 10 | -0.3 | 4 | -0.2 | -10 | -8 | i
Cc1cccnc1NC(=O)CNC(=O)COc1ccccc1 | 4 | 6 | 0 | 5 | 0.4 | -6 | -0.9 | 7 | -3 | i
Cc1ccc(-c2c(C(=O)N/N=C/c3cccc(Cl)c3)nnn2-c2nonc2N)cc1 | 18 | 3 | -4 | 0 | -0.1 | -5 | 4.7 | 28 | 21 | i
Cc1ccc(C)c(-c2cc(C(=O)Nc3cccc(C(=O)O)c3)c3ccccc3n2)c1 | -5 | 4 | 1 | 0 | 0.4 | -3 | -0.5 | 0 | 3 | i
O=c1cc(CN(Cc2ccccc2)Cc2ccccc2)c2c(ccc3ccccc32)o1 | 3 | -4 | 5 | 12 | -0.4 | . | 2.9 | -4 | 9 | i
Cc1nn(-c2c(Cl)cc(Cl)cc2Cl)c(=O)c2ccccc12 | -2 | 13 | -2 | 2 | -0.2 | -10 | 0.2 | 1 | -10 | i
CC(=O)Nc1ccc(-n2cc(-c3ccccc3)[nH]c2=S)cc1 | -2 | 0 | 2 | -6 | -0.6 | 0 | -6.4 | 1 | 3 | i

Structural class, the compounds so far containing a Cl atom.
SMILES | DNMT1 inh | NRP1-CendR mod | STEP inh | SKN-1 block | Tb MetRS inh | Scp-1 inhibitor | LMPTP inh | SUMO1 PPI mod | NadD inh | Neddyl block
Cc1ccc(C(=O)N2CCN(c3ncc(C(F)(F)F)cc3Cl)CC2)s1 | 4 | 1 | -1 | -13 | -0.5 | 7 | 2.7 | 4 | 2 | i
O=C(COC(=O)c1ccc(Cl)nc1)Nc1ccc(N2CCCCC2)cc1 | -1 | -3 | -1 | 6 | -0.2 | -10 | 1.5 | 6 | 5 | i
COc1ccc(S(=O)(=O)N2CCCC(C(=O)N3CCOCC3)C2)cc1Cl (centres undefined) | 1 | 1 | 1 | -1 | -0.3 | -8 | 0.7 | -2 | -1 | i
O=C(/C=C/c1ccccc1Cl)N(Cc1cccs1)C1CCS(=O)(=O)C1 (centres undefined) | -1 | -2 | -2 | 17 | 0.0 | -11 | -0.5 | -11 | -4 | i
CSc1ccccc1C(=O)OCC(=O)Nc1cccnc1Cl | 1 | -89 | -2 | 15 | -0.3 | -18 | -1.6 | -4 | -9 | i
NC(=O)c1ccc(Cl)c2ccccc12 | 0 | 1 | -2 | 10 | -0.3 | 4 | -0.2 | -10 | -8 | i
Cc1ccc(-c2c(C(=O)N/N=C/c3cccc(Cl)c3)nnn2-c2nonc2N)cc1 | 18 | 3 | -4 | 0 | -0.1 | -5 | 4.7 | 28 | 21 | i
Cc1nn(-c2c(Cl)cc(Cl)cc2Cl)c(=O)c2ccccc12 | -2 | 13 | -2 | 2 | -0.2 | -10 | 0.2 | 1 | -10 | i
